MT1-MMP act inh = MT1-MMP (human) activation inhibition. 0.061% of 360,000 active. P50281. HT1080 RFP-PRO-GFP cells, GFP/RFP ratio fluorescence, overnight; percent of plate control window, DMSO zero. GFP/RFP ratio change, % at 20 µM;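 active = GFP/RFP ratio change of at least 30% with cell ATP level not reduced by more than half and red fluorescence within 50% of control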; also: strong numbers were not always called active
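system = RFP-PRO-GFP reporter HT1080 cells | dosing = 20 µM single dose, 1% DMSO | timing = overnight cell settling, then overnight compound exposure, 37 °C, 5% CO2 | read-out basis = GFP/RFP fluorescence ratio | controls = DMSO and RFP-L50D-GFP cell wells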
E coli Lon inh = E. coli protease La inhibition; P0A9M0; purified E. coli Lon protease, fluorescence polarization; inhibition, % at 7.94 µM; 0.42% of 360,000 active; AID 602123; in the data active = inhibition above about 13%, passing the limit was not always enough;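 also: 0% = enzyme with probe and DMSO and 100% = no enzyme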
Target sequence (P0A9M0 whole entry, looked up): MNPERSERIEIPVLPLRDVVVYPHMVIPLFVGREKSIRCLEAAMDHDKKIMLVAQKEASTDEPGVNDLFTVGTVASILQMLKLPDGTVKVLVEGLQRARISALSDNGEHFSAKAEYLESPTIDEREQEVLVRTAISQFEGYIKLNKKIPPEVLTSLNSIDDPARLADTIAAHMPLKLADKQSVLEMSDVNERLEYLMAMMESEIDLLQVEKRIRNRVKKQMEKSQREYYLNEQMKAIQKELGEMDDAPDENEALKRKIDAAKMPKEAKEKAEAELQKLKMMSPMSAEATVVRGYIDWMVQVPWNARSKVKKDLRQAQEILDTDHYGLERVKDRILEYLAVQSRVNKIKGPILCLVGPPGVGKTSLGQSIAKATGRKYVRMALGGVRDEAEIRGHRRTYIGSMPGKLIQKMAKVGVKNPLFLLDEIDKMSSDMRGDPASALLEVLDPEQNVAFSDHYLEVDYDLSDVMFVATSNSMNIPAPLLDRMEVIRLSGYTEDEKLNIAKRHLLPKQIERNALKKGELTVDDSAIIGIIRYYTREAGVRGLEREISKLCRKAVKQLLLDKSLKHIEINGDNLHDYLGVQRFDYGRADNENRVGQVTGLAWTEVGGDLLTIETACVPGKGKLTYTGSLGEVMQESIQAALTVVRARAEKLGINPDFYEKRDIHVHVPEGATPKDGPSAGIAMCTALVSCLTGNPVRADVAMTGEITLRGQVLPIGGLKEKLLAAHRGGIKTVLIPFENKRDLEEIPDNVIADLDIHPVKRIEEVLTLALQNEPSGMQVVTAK
Rin1 Abl inh = human Rin1-Abl interaction inhibition. P00519+Q13671. TR-FRET Rin1/Abl binding, biochemical. inhibition, % at 7.35 µM. 0.4% of 360,000 active. AID 588664; in the data active = inhibition above about 5%, passing the limit was not always enough
PABP1 MLLE inh = inhibitors of microRNA-mediated deadenylation, human PABP1 MLLE binding | P11940 | GST-MLLE / FITC-PAM2 fluorescence polarization | inhibition, % at 20 µM | 0.36% of 360,000 active | AID 588489; in the data active = inhibition above about 35%, passing the limit was not always enough;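 also: plate controls were DMSO wells with GST-MLLE for no effect and wells lacking GST-MLLE protein for full effect; some results filed as inactive read as strong as hits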
CSN deneddyl inh = blocks human CSN-mediated cullin deneddylation. Q92905. Purified CSN, SCF-Nedd8-OG deneddylation, fluorescence polarization. inhibition, % at 12.5 µM. 0.38% of 360,000 active. AID 651999;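 active = pattern-corrected inhibition above about 35%, with an unprinted fluorescence ratio check between 0.5 and 1.5, limit read from the data, passing the limit was not always enough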;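 also: 0% = enzyme with substrate and 100% = substrate without enzyme; some results filed as inactive read as strong as hits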
Target sequence (Q92905 whole entry, looked up, one chain of several): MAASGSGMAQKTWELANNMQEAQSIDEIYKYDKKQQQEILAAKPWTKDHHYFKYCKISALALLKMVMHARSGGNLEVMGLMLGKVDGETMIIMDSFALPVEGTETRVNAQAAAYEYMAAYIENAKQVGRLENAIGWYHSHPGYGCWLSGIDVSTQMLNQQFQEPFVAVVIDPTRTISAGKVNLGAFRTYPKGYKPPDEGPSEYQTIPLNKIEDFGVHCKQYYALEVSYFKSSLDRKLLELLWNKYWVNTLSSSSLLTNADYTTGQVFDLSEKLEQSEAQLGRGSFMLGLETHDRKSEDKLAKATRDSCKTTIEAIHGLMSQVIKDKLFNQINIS
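Assay system: purified human Csn5 enzyme expressed in HEK293T cells; measure: % inhibition; also added: SCFSkp2-Nedd8OG substrate at 10 nM final; technique: fluorescence polarization; times: reaction 90 min, room temperature; medium: Tris buffer pH 7.5, NaCl, DTT, Tween-20, trehalose, ovalbumin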
FAS-TE inh = FAS thioesterase (human) inhibition | inhibition, % at 15 µM | AID 602261 | 0.67% of 360,000 active | P49327 | recombinant FAS-TE, OMFH fluorogenic substrate, fluorescence endpoint;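 active = compounds whose normalised, plate-corrected inhibition of enzyme fluorescence in the single-dose primary screen is 50% or more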;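 also: 0% = DMSO with enzyme and 100% = substrate without enzyme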
Rpn11 block = blocks the human proteasome subunit Rpn11; 0.59% of 360,000 active; human 26S proteasome, Ub4-pepOG fluorescence polarization; 20S core pre-blocked with epoxomicin; calls only at 20 µM;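 active = inhibition at 20 µM, scaled to each plate's controls, above about 33%, limit read from the data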
MsrA inhibitor = bovine MsrA inhibition | purified bovine MsrA, absorbance read-out | inhibition, % at 15.5 µM | 0.75% of 360,000 active | AID 651718; in the data active = inhibition above about 4.5%;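 also: 0% = vehicle wells with enzyme and 100% = reference inhibitor wells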
bovine MsrA act = activators of bovine methionine sulfoxide reductase A; purified bovine MsrA, absorbance read-out; activation, % at 10.6 µM; 0.3% of 360,000 active; AID 602163; in the data active = activation above about 7.5%;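 also: 0% = vehicle and 100% = reference activator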
Active calls of the source: *; i = inactive; nt = not tested or not shown; + = active, no number. Outcome played no part in choosing rows. About 3.7% of those tested had a hit in this group.

Values in the order: MT1-MMP act inh, E coli Lon inh, Rin1 Abl inh, PABP1 MLLE inh, CSN deneddyl inh, FAS-TE inh, Rpn11 block, MsrA inhibitor, bovine MsrA act
COc1ccc(C(=O)N2CCN(S(=O)(=O)c3ccc(C)cc3)CC2)cc1S(=O)(=O)N1CCOCC1
  -2.3, -2.3, 3.6, -2.1, 1.5, -1.4, i, 1.8, -4.0
CSc1nsc(SC)c1NC(=O)OC1CCCCC1
  0.9, 1.0, -2.1, 21.2, -2.7, -0.5, i, 1.7, -1.5
CCc1nnc(NS(=O)(=O)c2ccc(NC(=O)/C=C/c3ccc(OC)cc3OC)cc2)s1
  6.8, -3.1, 0.7, 1.6, 6.4, 5.4, i, 4.5, -12.5
Cc1cc(OCC(=O)NCCCN2CCOCC2)c2c(C)cc(=O)oc2c1
  -2.9, 0.4, -2.2, 2.4, 1.0, -4.6, i, 0.7, -4.7
CCOc1ccccc1NC(=O)NCc1ccccc1F
  -3.4, -28.7, 5.9, -3.4, 1.2, -2.7, i, -0.6, -4.8
CCOc1ccc(-c2nonc2NC(=O)c2ccco2)cc1OCC
  -2.0, 2.1, -1.8, -11.2, -3.8, -4.4, i, 0.0, -0.9
Cn1c(=O)oc2cc(S(=O)(=O)N3CCC4(CC3)OCCO4)ccc21
  2.4, -29.1, -3.0, -8.2, 0.8, 2.5, i, -1.1, 0.9
COC(=O)C1=CO[C@@H](OC2OC(CO)C(O)C(O)C2O)[C@@H]2C(CO)=CC[C@H]12 (some centres not stated)
  -0.1, 12.8, 0.4, 10.0, -2.5, -16.5, i, 0.8, -3.5
COc1cccc(/C=N/NC(=O)C(=O)NCc2ccco2)c1O
  1.5, 4.4, 3.0, -4.6, 1.1, -5.3, i, 2.6, 0.2
Cc1n[nH]c(=O)nc1NCCN(C)C
  2.4, -0.2, -1.2, 3.4, 8.1, -4.0, i, 0.8, -1.6
Cc1ccnc(SCC(=O)Nc2cccc(S(=O)(=O)N3CCOCC3)c2)n1
  -3.4, -1.2, -2.2, 5.3, -5.8, -3.6, i, 0.0, -2.7
COc1cccc(NC(=O)Cn2c(=O)n(CCC(=O)NC3CCN(Cc4ccccc4)CC3)c(=O)c3ccccc32)c1
  1.2, -3.5, -2.1, 14.4, -3.4, -1.2, i, 0.1, -2.0
Cn1c(C(=O)c2ccccc2[N+](=O)[O-])nc2ccccc21
  -2.0, 4.5, 1.4, 3.3, 1.1, -5.5, i, 2.3, -9.9
Cn1ccnc1C(=O)Cc1ccc([N+](=O)[O-])cc1
  3.8, -1.4, -4.5, 17.4, 3.5, -2.5, i, 3.0, -0.3
CC(=O)c1cc2c(cc1N/C(=N/S(=O)(=O)c1ccccc1)c1ccc(Cl)cc1)OCO2
  -11.4, -1.3, 0.9, 10.7, -8.7, 15.1, i, 0.4, -9.6

Some entries already given, reduced to MsrA inhibitor:
SMILES,MsrA inhibitor
CSc1nsc(SC)c1NC(=O)OC1CCCCC1,1.7
CCc1nnc(NS(=O)(=O)c2ccc(NC(=O)/C=C/c3ccc(OC)cc3OC)cc2)s1,4.5
CCOc1ccccc1NC(=O)NCc1ccccc1F,-0.6
CC(=O)c1cc2c(cc1N/C(=N/S(=O)(=O)c1ccccc1)c1ccc(Cl)cc1)OCO2,0.4

Complete entries, quoted from the list. Order of screens: MT1-MMP act inh, E coli Lon inh, Rin1 Abl inh, PABP1 MLLE inh, CSN deneddyl inh, FAS-TE inh, Rpn11 block, MsrA inhibitor, bovine MsrA act
COc1ccc(C(=O)N2CCN(S(=O)(=O)c3ccc(C)cc3)CC2)cc1S(=O)(=O)N1CCOCC1 is listed with -2.3, -2.3, 3.6, -2.1, 1.5, -1.4, i, 1.8, -4.0
Cc1ccnc(SCC(=O)Nc2cccc(S(=O)(=O)N3CCOCC3)c2)n1 is listed with -3.4, -1.2, -2.2, 5.3, -5.8, -3.6, i, 0.0, -2.7
Cn1c(=O)oc2cc(S(=O)(=O)N3CCC4(CC3)OCCO4)ccc21 is listed with 2.4, -29.1, -3.0, -8.2, 0.8, 2.5, i, -1.1, 0.9
CSc1nsc(SC)c1NC(=O)OC1CCCCC1 is listed with 0.9, 1.0, -2.1, 21.2, -2.7, -0.5, i, 1.7, -1.5

Other records.
Values in the order: MT1-MMP act inh, E coli Lon inh, Rin1 Abl inh, PABP1 MLLE inh, CSN deneddyl inh, FAS-TE inh, Rpn11 block, MsrA inhibitor, bovine MsrA act
O=C(CO/N=C1\CCCc2nonc21)Nc1ccccc1Cl
  1.6, 14.3, 0.4, 2.7, 2.5, -3.0, i, 1.3, -3.6
CCOC(=O)c1c(C)c(-c2ccccc2)n(CC(=O)NCCCN(CC)CC)c1C
  0.7, -7.6, -0.7, 3.1, -1.1, 1.4, i, -1.5, -3.5
CC(C)c1cccc(-c2csc(C(C)(O)c3ccc(F)c(F)c3)n2)c1 (configuration not stated)
  1.4, -2.4, 2.9, -0.8, -0.8, 33.6, i, 0.3, -3.4
CCOc1ccc(CCN2C(=S)N([C@@H](Cc3ccc(O)cc3)CN3CCC[C@@H]3CN3C(=S)NC[C@@H]3CC(C)C)C[C@@H]2Cc2ccccc2)cc1
  -5.3, 3.1, 3.3, -16.3, 4.6, -109.3, i, -0.3, -2.5
CC(C)c1ccc(/C=C2\NC(=O)NC2=O)cc1
  1.9, -5.7, -3.0, -108.1, 0.1, -0.9, i, 1.9, -2.5
COc1ccc(C(=O)Nc2ccccc2C(=O)Nc2cccc(C)n2)cc1
  -0.3, -2.7, -2.8, -13.1, -4.8, 11.2, i, -0.7, 0.6
NC(=O)CCCSc1nc2ccccc2[nH]1
  1.8, -7.7, 1.2, -9.8, -2.3, -3.4, i, 0.4, -1.2
O=C(NC1CCCCC1)Oc1ccccc1
  -0.9, 3.4, 1.8, 0.4, -0.6, -4.8, i, 1.5, -2.8
Cc1nnc(SCCCN2C(=O)c3ccccc3C2=O)o1
  3.2, 1.7, -0.8, 2.8, -0.8, -4.7, i, 0.7, 0.4
Cc1ccc(NC(=O)c2cccc(OCc3c(C)noc3C)c2)c(C)c1
  7.0, -4.1, 4.5, -19.5, 5.0, 2.2, i, -0.3, -8.7
CC1CN(CCc2ccccc2)C(C)C/C1=N/O (configuration not stated)
  5.7, -6.7, -5.2, -12.8, -5.3, -9.4, i, 1.4, -0.3
Cc1cc(C(=O)N/N=C/c2cccc3ccccc23)c(C)o1
  5.4, 4.3, -1.2, -4.0, -0.7, 8.9, i, 2.8, -2.6
COc1ccc(-c2csc(NC(=S)NC(=O)/C=C/c3ccc(C(C)C)cc3)n2)cc1OC
  2.8, 7.7, -0.1, 12.3, -1.9, 24.0, i, 1.6, -3.2
O=C(NC(=S)Nn1cnnc1)c1ccc(F)cc1Cl
  -1.2, -3.9, -0.2, 9.0, 1.3, -4.3, i, -1.0, -2.6
O=C(Nc1cccc([N+](=O)[O-])c1)Nc1cccs1
  2.3, 10.1, 0.4, 2.1, 5.7, 5.8, i, 2.0, -3.8

New compounds follow:
Values in the order: MT1-MMP act inh, E coli Lon inh, Rin1 Abl inh, PABP1 MLLE inh, CSN deneddyl inh, FAS-TE inh, Rpn11 block, MsrA inhibitor, bovine MsrA act
Cc1cccc(N(C(=O)c2csnn2)C(C(=O)NCc2ccccc2)c2ccncc2)c1 (configuration not stated)
  -0.9, 4.5, 3.1, -1.0, 3.8, -3.6, i, 1.5, -10.5
O=C(c1cccs1)N1CCC(c2ccccc2)C1 (configuration not stated)
  -1.1, 4.5, 1.4, 7.0, -4.7, -8.0, i, -0.8, -9.0
COc1ccc(C(=O)N2CCOC2CNC(=O)C(=O)NCc2ccc3c(c2)OCO3)cc1 (configuration not stated)
  1.3, -3.0, -5.1, 3.2, -3.9, -5.1, i, 2.9, -3.5
COc1ccc(-c2nnn(CC(=O)N(CC3CCCO3)C(C(=O)NC(C)(C)C)c3ccco3)n2)cc1OC (configuration not stated)
  -2.2, 6.3, 3.3, 1.0, 0.7, -2.4, i, -0.1, -1.0
O=C(Nc1ccc2[nH]c(=O)[nH]c2c1)c1ccc([N+](=O)[O-])o1
  4.5, 0.6, -4.9, -5.6, 11.9, -5.9, i, 1.5, 5.6
CC1(C)Cc2c(sc(NC(=O)COc3cccc4ccccc34)c2C#N)C(C)(C)N1
  -6.9, 1.5, -2.0, -26.1, 101.4*, -1.0, +, 0.4, -1.9
COc1cc(COc2ccc3c(C)c(Cc4ccccc4)c(=O)oc3c2)cc(OC)c1OC
  -4.9, 2.6, 1.5, 5.4, 1.9, 23.8, i, 0.5, 0.3
CC1CCN(C(=O)CSc2nc(=O)n3ccccc3n2)CC1
  -0.3, 2.9, 0.0, 4.4, -0.6, -8.0, i, 1.6, -7.1
CC(=O)c1ccc(OC(=O)CN2C(=O)c3ccccc3C2=O)cc1
  0.8, -9.4, -1.8, 7.5, 3.1, -2.4, i, 1.1, -3.4
Cc1cccnc1NC(=O)CSc1nnc(Cc2ccccc2)o1
  0.5, 9.1, -5.5, 10.3, 0.0, -6.1, i, 0.7, -9.4
O=C(O)CC1Oc2ccc(Cl)cc2NC1=O (configuration not stated)
  3.9, -3.0, -0.5, -8.1, -4.2, -4.8, i, -0.8, -1.3
CCN(CC(=O)NC1CCS(=O)(=O)C1)c1nc(-c2ccccc2)nc2ccccc12 (configuration not stated)
  4.5, -6.2, -3.0, -0.5, 0.6, -3.8, i, 2.3, -6.5
Nc1c([N+](=O)[O-])cnnc1-c1ccccc1
  0.3, -1.1, -2.9, -2.6, -4.4, -11.2, i, 0.1, -3.6
CCCOc1cccc(C(=O)NCCCNC(=O)c2cccnc2)c1
  4.7, -13.3, 1.4, -1.4, 2.9, -4.9, i, -0.1, -3.1
COC1=C/C(=C/c2c(N)n3cc(C)sc3nc2=O)C=CC1=O
  -5.3, -99.6, -3.0, -147.7, 77.7*, -13.8, nt, 1.9, -1.3

Remaining list, next part.
Values in the order: MT1-MMP act inh, E coli Lon inh, Rin1 Abl inh, PABP1 MLLE inh, CSN deneddyl inh, FAS-TE inh, Rpn11 block, MsrA inhibitor, bovine MsrA act
COc1ccccc1-c1cccc([C@@H]2C[C@H]3[C@H](CON3C)CN2Cc2ccccc2)c1
  -6.4, -2.8, 1.6, -19.4, -2.2, 28.6, i, -0.1, -2.1
O=C(O)c1ccc(Nc2nc(-c3ccccc3)cs2)cc1
  1.2, -1.2, 1.0, 0.3, 3.1, -4.2, i, 1.4, -3.4
COc1ccccc1CNc1ccc(CNc2ncn[nH]2)cc1
  2.5, -1.7, 3.4, -12.5, 3.6, -7.1, i, 0.1, -7.5
CC1(C)CC(C(CC(=O)N2CCCC2)Cc2ccccc2)CCO1 (configuration not stated)
  -3.8, -0.5, -7.0, -4.0, -1.3, -2.4, i, -0.8, -7.3
CCOc1ccc(NC(=S)NC2CC3CCC(C2)N3Cc2ccco2)cc1 (configuration not stated)
  4.5, 2.9, 2.6, -10.1, -8.8, -3.5, i, 1.2, 0.2
CCOC(=O)C1=CCN(S(=O)(=O)c2ccc(C)cc2)C1c1cccc(Br)c1 (configuration not stated)
  3.0, 4.5, 2.0, 3.7, -1.1, 26.2, i, 2.0, -5.0
Brc1ccc(-c2cnco2)cc1
  1.1, 3.0, 1.0, 16.0, -5.7, -2.2, i, -0.3, -1.8
COc1cccc(-c2nn(-c3ccccc3)cc2/C=C(\C#N)C(=O)NCCCn2ccnc2)c1
  -17.0, -70.7, -3.1, -53.8, 17.8, -22.1, +, 3.4, -1.6

Bioassay records deposited in PubChem BioAssay by several laboratories.
